Assay outcomes deposited in PubChem by several laboratories.
PfHsp40 rescue = restores yeast growth despite PfHsp40 toxicity; S. cerevisiae expressing PfHsp40, growth rescue, ATP luminescence; growth rescue, % at 12.5 µM; 340,000 tested, 0.68% active; AID 504582; in the data active means growth rescue above about 28%, passing the limit was not always enough; inconclusive means no clear call, values can overlap the other calls;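 further: yeast W303a lacking pdr1 and pdr3 grown in galactose medium; growth measured after three days at 30 °C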
Y pestis TopoI = Y. pestis Topo-I inhibition via cleavage products; Y. pestis Topo-I cleavage product accumulation, plate reader; activity, % at 10 µM; 360,000 tested, 0.064% active; in the data active means activity above about 50%, passing the limit was not always enough; inconclusive means no clear call, values can overlap the other calls; further: inactives centre near 2
Vc quorum ag = induces V. cholerae light production without autoinducers. activation, % at 18.7 µM. 350,000 tested, 0.16% active. V. cholerae BH1578 lux reporter, luminescence, 6 h; in the data active means activation mostly above about 9.7%, no sharp cut-off; inconclusive means no clear call, values can overlap the other calls; inactive means mostly below about 3.7%; further: not every result past the cut was called active; inactives centre near 0; reference of the scale not given here
PriA SSB inh = blocks PriA binding to SSB C-terminal tail; inhibition, % at 33 µM; 430,000 tested, 0.6% active; AlphaScreen SSBct-PriA binding, biotinylated peptide; in the data active means inhibition mostly above about 37%, no sharp cut-off; inactive means mostly below about 20%;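 further: plate controls were negative control peptide for no effect and reference peptide for full effect; strong numbers were not always called active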
Anthrax LF prot = blocks Bacillus anthracis lethal factor protease; multiplex microsphere protease cleavage assay, LF; inhibition, % at 10 µM; 360,000 tested, 0.12% active; AID 588501; further: plate controls were buffer without enzyme for full effect and enzyme alone for no effect
BoNT-A LC inh2 = BoNT A light chain protease inhibition. multiplex microsphere protease substrate cleavage, flow cytometry. 360,000 tested, 0.17% active. inhibition, % at 10 µM; further: plate controls were buffer without enzyme for full effect and enzyme alone for no effect
3CLpro inhibitor = SARS-CoV 3CLpro protease inhibition; P0C6X7; 290,000 tested, 0.14% active; recombinant SARS-CoV 3CLpro, quenched FRET peptide cleavage; AID 1706; inhibition, % at 6 µM; in the data active means inhibition above about 12%
PrPC TRFRET = reduces human prion protein on the cell surface. P04156. cell surface PrPC, TR-FRET read-out. inhibition, % at 13.8 µM. 370,000 tested, 0.43% active; in the data active means inhibition above about 24%; further: 0% = median of the test wells and 100% = reference compound wells
TcdB GH inh = blocks C. difficile toxin B glycohydrolase activity; P18177; TcdB glycohydrolase enzymatic assay, plate reader; inhibition, % at 9.99 µM; 350,000 tested, 0.24% active; AID 652162; in the data active means inhibition above about 10%
Numbers without * were called inactive; i = inactive; ? = inconclusive; · = no result given. Unless noted, no stated cut-off is given here; in the data, active means inhibition above about 30%; inconclusive means no clear call, values can overlap the other calls; inactive means below that.

molecule | PfHsp40 rescue | Y pestis TopoI | Vc quorum ag | PriA SSB inh | Anthrax LF prot | BoNT-A LC inh2 | 3CLpro inhibitor | PrPC TRFRET | TcdB GH inh
CC(C)CN(C(=O)CN(C)CC(=O)Nc1ccc(Cl)c(C(F)(F)F)c1)c1c(N)n(CC(C)C)c(=O)[nH]c1=O | -0.5 | 0 | i | -10 | 1 | -0.2 | · | 1 | 2.3
CC1=NNC(=O)C1CCC(=O)N/N=C\c1ccc(Cl)c(Cl)c1 (stereo not given) | -0.5 | 0 | -0.3 | · | -8 | -0.3 | 7 | -7 | 3.3
CCN(CC)S(=O)(=O)c1ccc(N2CCOCC2)c(NC(=O)Cc2ccccc2F)c1 | 0.2 | 30 | -0.3 | 5 | -2 | 0.4 | 5 | 5 | ·
O=C1C(Cl)=C(N2CCCCC2)C(=O)N1c1ccccc1 | 1.4 | 10 | -1.4 | -40 | -2 | 1.5 | -3 | -2 | ·
O=C(Cc1csc(NC(=O)Nc2ccc(Cl)cc2)n1)NCc1cccnc1 | -0.3 | 3 | i | 1 | 4 | 0.6 | · | 2 | 1.2
O=S1(=O)CCC(N=Nc2c(O)n(Cc3ccccc3)c3ccccc23)C1 (stereo not given) | 12 | 21 | -0.6 | 24 | 0 | -2.0 | 4 | -5 | 1.0
Cc1noc(C)c1COC(=O)c1ccccc1NC(=O)Cc1ccccc1 | 0.7 | 6 | i | -43 | -19 | -0.5 | -1 | 4 | ·
Cc1ccccc1NC(=O)NCCCN1CCCC1=O | 1.1 | 0 | -0.4 | -12 | 4 | -2.0 | 1 | -8 | 0.5
Cc1c(NC(=O)COC(=O)c2cc3c4ccccc4n(C)c3s2)c(=O)n(-c2ccccc2)n1C | 0.9 | 27 | 5.0 | 1 | 0 | 1.2 | 0 | 2 | ·
CCn1c(COc2ccc(Cl)cc2)nnc1SCC(=O)Nc1ccc2c(c1)OCCO2 | 0.3 | 28 | -2.6 | -2 | 4 | -0.5 | 0 | -3 | ·
O=C1C(=O)N(CCCn2ccnc2)C(c2ccc(Cl)cc2)/C1=C(\O)c1ccc2c(c1)OCCO2 (stereo not given) | 2.2 | 3 | -0.2 | · | -4 | 0.7 | -5 | 32* | -0.2
COc1ccc(-c2nc3c(C)cc(Br)cn3c2Cc2ccsc2)cc1OC | · | · | · | · | 0 | 3.7 | · | 0 | 1.4
COc1ccc(CN2C(=O)CCCC2(C)c2nc3ccccc3[nH]2)cc1 (stereo not given) | · | · | · | · | -4 | -0.1 | · | -2 | 1.0
Cc1n[nH]c(C)c1CCN(C)Cc1cn(C)nc1-c1ccc2c(c1)OCCO2 | -1.2 | 6 | i | -2 | -4 | -1.0 | 0 | -6 | 1.1
CCCN1CCN(C(=O)Cn2cccc2C(=O)c2ccccc2)CC1 | -0.8 | 1 | -0.5 | -9 | -1 | -0.7 | 6 | -4 | ·
O=C(NCc1cccs1)C1CCCN(c2nc3ccccc3o2)C1 (stereo not given) | -0.8 | 20 | -0.3 | -6 | 1 | 1.2 | 1 | -5 | ·
CN(C(=O)COC(=O)c1ccc(S(=O)(=O)N2CCOCC2)cc1)C1CCCCC1 | 0.4 | 9 | -0.5 | 1 | -2 | -0.2 | 1 | -2 | 0.8
CC(NC(=O)CCC(=O)NCc1ccc(F)cc1)c1ccccc1 (stereo not given) | -1.7 | 4 | i | -8 | 9 | 0.5 | 2 | 1 | -0.2
O=C(COc1ccc(Cl)cc1Cl)N/N=C1\CCCc2ccccc21 | -0.1 | 33 | -5.0 | · | -4 | -0.2 | 0 | 4 | ·
C=CCNC(=O)CC12CC3CC(C1)CC(CC(=O)NCC=C)(C3)C2 | 0.1 | 2 | -0.3 | 0 | 1 | 0.6 | -1 | -5 | 2.3
N#Cc1ccccc1COC(=O)c1ccc2c(c1)OCCO2 | 0.6 | 21 | i | -9 | -3 | -0.9 | · | 1 | 1.6
COc1ccc(CN2C(=O)NC3(CCOc4ccccc43)C2=O)cc1F (stereo not given) | 0.8 | -4 | -0.3 | -2 | 0 | -0.2 | 0 | -3 | 1.0
COc1cc(OC)cc(C(=O)NCC(=O)OC2CCOC2=O)c1 (stereo not given) | -1.0 | -1 | · | 6 | 2 | 0.5 | 2 | 0 | ·
O=C(COn1nnc2ccc(S(=O)(=O)N3CCOCC3)cc21)NCCc1ccccc1 | 0.4 | -8 | 7.9 | 3 | -6 | -0.4 | · | 0 | 1.2
CC(CN1CCOCC1)OC(=O)C(C)(c1ccccc1)c1ccccc1 (stereo not given) | 0.1 | 23 | i | -1 | -10 | -2.7 | 2 | 0 | ·

Grouped by structure, those above with a thiophene ring, fused or not.
molecule | PfHsp40 rescue | Y pestis TopoI | Vc quorum ag | PriA SSB inh | Anthrax LF prot | BoNT-A LC inh2 | 3CLpro inhibitor | PrPC TRFRET | TcdB GH inh
Cc1c(NC(=O)COC(=O)c2cc3c4ccccc4n(C)c3s2)c(=O)n(-c2ccccc2)n1C | 0.9 | 27 | 5.0 | 1 | 0 | 1.2 | 0 | 2 | ·
COc1ccc(-c2nc3c(C)cc(Br)cn3c2Cc2ccsc2)cc1OC | · | · | · | · | 0 | 3.7 | · | 0 | 1.4
O=C(NCc1cccs1)C1CCCN(c2nc3ccccc3o2)C1 (stereo not given) | -0.8 | 20 | -0.3 | -6 | 1 | 1.2 | 1 | -5 | ·

Further records:
molecule | PfHsp40 rescue | Y pestis TopoI | Vc quorum ag | PriA SSB inh | Anthrax LF prot | BoNT-A LC inh2 | 3CLpro inhibitor | PrPC TRFRET | TcdB GH inh
COc1cc(C(=O)NCC(=O)NCCN2C(=O)S/C(=C\c3ccccc3Cl)C2=O)cc(OC)c1OC | 1.4 | 36 | i | 1 | 5 | -1.5 | · | -3 | 1.6
Cc1ccc(OCc2cc(C(=O)N(C)Cc3cnn(C)c3)no2)cc1C | · | 15 | -0.5 | · | 2 | 0.3 | · | -1 | 0.5
CCn1c(C)c(C(=O)NCCc2ccccc2)c2cc(OC)ccc21 | 0.3 | 15 | -0.4 | -3 | 17 | -4.5 | -1 | 8 | -14
COCCCNC(=S)NNC(=O)C1CC1c1ccc(C(C)(C)C)cc1 (stereo not given) | -0.1 | -3 | -0.2 | -5 | -9 | 1.6 | 6 | 3 | 3.9
O=C1NC[C@H](Cc2ccc(O)cc2)N(C[C@@H]2CCCN2C[C@H](Cc2ccccc2)N2C[C@H](Cc3ccc(O)cc3)N(CCc3ccccc3)C(=O)C2=O)C1=O | · | · | · | · | 1 | -0.5 | · | 2 | 1.1
CCOC(=O)c1c(CN2CCN(C)CC2)n(C)c2cc(Br)c(OC)cc12 | -1.2 | 25 | 2.4 | 12 | -5 | 1.0 | -1 | -5 | ·
COc1ccc(CC(N)c2csc(NC(=O)Nc3ccccc3C(C)C)n2)cc1 (stereo not given) | · | -5 | -0.5 | · | -10 | -0.5 | · | -3 | 1.5
CCOc1ccc(C(=O)Nc2cc3c(cc2N2CCCC2)n(CC)c(=O)n3CC)cc1OCC | -0.5 | -2 | i | 1 | -3 | -2.2 | 2 | 0 | -0.1
O=C(NCc1ccc(F)cc1)C(c1ccccc1)N(C(=O)c1csnn1)C1CCCC1 (stereo not given) | -0.3 | 9 | i | -2 | 1 | 3.5 | -6 | 0 | 1.2
COC(=O)C(N)Cc1ccc(OC)c([N+](=O)[O-])c1 (stereo not given) | -1.2 | 0 | -0.6 | -2 | 6 | ? | 0 | -1 | 1.3
O=C(c1ccccc1-c1nc(-c2ccc(F)cc2)no1)N1CCCC1 | -0.6 | 14 | i | -9 | -2 | -0.1 | -2 | -2 | ·
O=C(CN1C(=O)NC2NC(=O)NC21)N/N=C/c1ccc(F)cc1 (stereo not given) | -1.3 | 2 | i | · | -2 | -0.1 | -3 | -7 | 1.5
O=C(COC(=O)CCOc1ccccc1)NCc1ccco1 | -0.4 | 1 | i | 0 | -13 | -0.3 | -3 | 10 | ·
c1ccc(C(Cc2nc(-c3ccccn3)no2)c2ccccc2)cc1 | 1.6 | 7 | 2.1 | -1 | -4 | -0.5 | -3 | 2 | ·
O=C(/C=N/O)NCCCN1CCCCCC1 | -0.1 | 1 | i | · | -2 | -1.6 | 1 | 7 | ·
CN1/C(=C\C(=O)COC(=O)c2ccc([N+](=O)[O-])o2)C(C)(C)c2ccccc21 | 36* | 1 | -1.2 | 4 | -4 | 0.2 | 6 | -6 | 0.5
CSCCC(NS(=O)(=O)c1ccc2[nH]c(=O)c(=O)[nH]c2c1)C(=O)O (stereo not given) | 2.5 | 7 | -2.1 | -1 | -5 | 0.1 | -3 | 3 | 1.1
Cc1ccc(NC(=O)c2nc(S(=O)(=O)Cc3ccccc3)ncc2Cl)cc1 | 1.2 | -5 | -0.2 | 2 | 0 | 1.5 | 2 | 84* | 1.7
COc1ccc(C(=O)NC(C)c2nnc(SCC(=O)NC3CCCC3)n2C)cc1 (stereo not given) | 1.1 | 6 | -0.3 | -11 | -2 | -2.4 | -3 | 4 | 0.5
COc1ccc(NC(=O)CSc2nnc(NC(=O)C3CC3)s2)cc1OC | -2.0 | 8 | -0.3 | 0 | 5 | 4.9 | -2 | 6 | 1.0
CCN(CC)S(=O)(=O)c1ccc(N2CCCC2)c(NC(=O)C2CCCCC2)c1 | 6.9 | 4 | i | 2 | 5 | -0.2 | -1 | 7 | 1.4
O=c1cc(-c2ccccc2)[nH]n1-c1nc2ccccc2s1 | -0.8 | -15 | i | 13 | -2 | -0.1 | 2 | 0 | ·
O=C(/C=C/c1cccc([N+](=O)[O-])c1)N(c1ccccn1)c1ccccn1 | 0.1 | 2 | -0.2 | -2 | · | · | 1 | 2 | 0.2
CCc1cccc(C)c1NC(=O)CN1C(=O)NC(CCc2ccccc2)C1=O (stereo not given) | -0.4 | 2 | -0.8 | -8 | 4 | 0.3 | · | -4 | 0.4
O=C(CCC1(C(=O)O)CCC(=O)NC1)NCc1ccccc1 (stereo not given) | -0.4 | 4 | -0.6 | -1 | -1 | -0.1 | -6 | 2 | 1.2
CC1(C)C(=O)OC(c2ccco2)C(C)(C)C1=O (stereo not given) | -0.8 | 3 | -0.6 | -18 | 1 | 1.1 | 1 | -2 | ·
CCn1c(O)c(N=Nc2ccc3ccccc3n2)c2ccccc21 | -0.5 | 22 | -0.7 | 3 | 5 | 0.1 | 2 | 3 | -1.5
CCOC(=O)C1(Cc2cccc(F)c2)CCN(CCCn2cccn2)CC1 | -2.2 | 14 | -0.2 | -8 | -6 | -2.0 | -1 | -7 | 0.8
Cc1cc(Sc2nc(NC(C)C)nc(NC(C)C)n2)nc(Cl)n1 | -0.7 | -5 | -0.4 | -1 | -9 | -1.2 | 6 | 3 | 0.8
CCC(CC)C(=O)Nc1c2c(nn1-c1ccc(C)cc1)CS(=O)(=O)C2 | -1.1 | -1 | -7.7 | 2 | -14 | -7.6 | 4 | -3 | 0.0
Cc1ccc(CN2CC34C=CC(O3)C(C(=O)NCc3ccc5c(c3)OCO5)C4C2=O)cc1 (stereo not given) | ? | 2 | -0.5 | 1 | -3 | 0.1 | 0 | 3 | ·
O=C(CNC(=O)Cn1ccc2ccccc2c1=O)NCCCN1CCCCCC1 | -0.3 | 11 | i | 4 | -8 | -1.9 | 1 | 1 | ·
COC(=O)C1C(O)C(C)C(O)C(C)/C=C\C=C(/C)C(=O)Nc2c(C)c(OC(C)=O)c3c(c2O)C(=O)C(C)=C2OCOC(=C23)/C(C)=C/C(C)(O)C(O)C(C)C1O (stereo not given) | 0.4 | -1 | i | · | -6 | -2.8 | 0 | -14 | -1.7

Record cards, as listed above. Screens in order: PfHsp40 rescue	Y pestis TopoI	Vc quorum ag	PriA SSB inh	Anthrax LF prot	BoNT-A LC inh2	3CLpro inhibitor	PrPC TRFRET	TcdB GH inh
Shown for `O=C1C(Cl)=C(N2CCCCC2)C(=O)N1c1ccccc1` : 1.4	10	-1.4	-40	-2	1.5	-3	-2	·
Shown for `Cc1n[nH]c(C)c1CCN(C)Cc1cn(C)nc1-c1ccc2c(c1)OCCO2` : -1.2	6	i	-2	-4	-1.0	0	-6	1.1

A portion of the library (hit frequency here may not be typical).
